# Bioassay records (PubChem BioAssay)
# Tcruzi prolif: T. cruzi proliferation inhibition; T. cruzi beta-gal in NIH3T3, GalScreen luminescence, 90 h; inhibition, % at 8.34 µM; 77,000 tested, 5.9% active;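 active = mean inhibition above about 93%, with at least 55% of replicates each passing it, limit read from the data, passing the limit was not always enough; inconclusive = only one of those two conditions holds; inactive = neither condition holds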
# KDM4C inh: KDM4C (human) demethylase inhibition. Q9H3R0. GST-KDM4C 2-372, H3K9me3 peptide, LANCE TR-FRET. inhibition, % at 12.5 µM. 96,000 tested, 0.15% active. AID 720574;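 active = mean replicate inhibition above about 25%, with at least 55% of replicates also reaching it, limit read from the data, passing the limit was not always enough; inconclusive = only one of those two conditions met; inactive = neither condition met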
# Target sequence (Q9H3R0 2-372 limits assumed): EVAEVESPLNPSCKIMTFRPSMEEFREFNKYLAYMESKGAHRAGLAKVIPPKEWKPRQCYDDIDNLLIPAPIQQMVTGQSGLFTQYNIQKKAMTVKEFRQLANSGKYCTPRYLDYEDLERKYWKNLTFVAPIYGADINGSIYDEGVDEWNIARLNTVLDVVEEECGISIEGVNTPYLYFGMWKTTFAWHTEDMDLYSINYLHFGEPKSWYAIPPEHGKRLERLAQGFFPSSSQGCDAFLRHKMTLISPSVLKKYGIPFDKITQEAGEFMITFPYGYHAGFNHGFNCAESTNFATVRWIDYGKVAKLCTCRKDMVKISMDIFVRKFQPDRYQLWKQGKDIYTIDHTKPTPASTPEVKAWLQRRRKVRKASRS
#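 Test system: N-terminal GST-fused human GASC-1 (KDM4C) fragment, residues 2-372; quantity: GASC-1 enzyme at 10 nM final in reaction; dosing: single dose; schedule: 30 min demethylation and 1 h detection at room temperature; signal: LANCE TR-FRET, excitation 340 nm, emissions 618 and 671 nm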
# Pf Dd2 inh: blocks growth of Plasmodium falciparum Dd2 parasites; activity change, % at 10 µM; 94,000 tested, 2.3% active; P. falciparum Dd2 growth, SYBR Green, 72 h; active compounds read low; in the data active = activity change below about -80%; inconclusive = no clear call, values can overlap the other calls
# C diff growth: inhibitors of Clostridium difficile growth. 86,000 tested, 0.25% active. growth activity, negative = inhibition, % at 16 µg/mL (by protocol). AID 1259249. Clostridium difficile clinical isolate growth, OD600, 24 h; active compounds read low;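 active = mean growth activity at or below -80% and every replicate also at or below -80%; inconclusive = mean at or below -80% but some replicate above -80%; inactive = mean growth activity above -80%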;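 note: 0% = DMSO wells and -100% = levofloxacin 16 µg/mL wells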
# The depositor's hits bear a star; ? = inconclusive; nt = no result given; & = joins results of further samples.
Structure	Tcruzi prolif	KDM4C inh	Pf Dd2 inh	C diff growth
C[C@H]1CN([C@@H](C)CO)C(=O)c2cccc(NC(=O)c3nc4ccccc4s3)c2O[C@H]1CN(C)CC1CCCCC1	-72.8	17.2	-68.8	10.4
O=C(N[C@H]1CC[C@@H](CCn2cc(C3CCCCC3)nn2)O[C@H]1CO)c1cccnc1	nt	-1.3	5.1	2.8
C[C@H](CO)N1C[C@H](C)[C@H](CN(C)Cc2ccc(C(F)(F)F)cc2)Oc2ccc(NC(=O)CCN3CCOCC3)cc2CC1=O	?	1.1	-1.7	5.4
CO[C@H]1CN(C)C(=O)c2ccc(NS(C)(=O)=O)cc2OC[C@@H](C)N(Cc2cncnc2)C[C@@H]1C	5.3	-0.6	15.4	nt
C[C@H](CO)N1C[C@H](C)[C@@H](CN(C)Cc2ccc(C(=O)O)cc2)Oc2c(cccc2N(C)C)C1=O	34.8	0.2	19.5	2.0
CCCC#Cc1cnc2c(c1)C(=O)N([C@H](C)CO)C[C@H](C)[C@@H](CN(C)CCC)O2	67.3	0.7	-46.6	-0.4
O=S(=O)(NCC[C@@H]1CC[C@@H](NS(=O)(=O)c2ccccc2Cl)[C@H](CO)O1)c1ccc(Cl)cc1	29.1	-1.7	-25.4	nt
CS(=O)(=O)N1CC(=O)N2[C@H](C1)[C@H](c1ccc(C#Cc3ccc(F)cc3)cc1)[C@@H]2CO	nt	0.1	-15.0	1.3
COc1ccc(-c2cnc3c(c2)C(=O)N([C@H](C)CO)C[C@H](C)[C@H](CN(C)C(=O)NC2CCCCC2)O3)cc1	-15.9	0.7	-19.2	-2.4
O=C(C[C@H]1CC[C@H](NS(=O)(=O)c2cccc(F)c2)[C@@H](CO)O1)NCc1ccc2c(c1)OCO2	71.0	0.0	-35.9	nt
C[C@@H]1CCCCO[C@H](CN(C)Cc2ccc(C(F)(F)F)cc2)[C@@H](C)CN([C@H](C)CO)C(=O)c2cc(NS(=O)(=O)c3ccc(Cl)cc3)ccc2O1	111.0*	-0.9	-8.6	13.8
C[C@@H]1CCCCO[C@H](CN(C)C(=O)CCC(F)(F)F)[C@@H](C)CN([C@H](C)CO)C(=O)c2cc(NS(=O)(=O)c3ccc(Cl)cc3)ccc2O1	87.9	5.3	-22.0	-14.2
COc1ccc(NC(=O)N(C)C[C@@H]2OCc3cnnn3CCCC(=O)N([C@@H](C)CO)C[C@H]2C)cc1	-35.0	nt	-11.7	-1.9
COc1ccc(CNC(=O)C[C@H]2CC[C@H]3[C@H](COc4ccc(NC(C)=O)cc4C(=O)N3C)O2)cc1	-1.7	4.8	7.1	16.3
COCC(=O)Nc1ccc2c(c1)C(=O)N(C)C[C@H](OC)[C@H](C)CN(C(=O)C1CCCC1)[C@@H](C)CO2	-36.2	-0.6	8.8	nt
C[C@H]1CN([C@@H](C)CO)C(=O)c2cc(NS(=O)(=O)c3cccs3)ccc2O[C@@H]1CN(C)Cc1ccc(C(=O)O)cc1	-9.2	1.8	13.4	-0.8
Cc1ccc(S(=O)(=O)N(C)C[C@H]2Oc3ncc(C#CCC(C)C)cc3C(=O)N([C@H](C)CO)C[C@@H]2C)cc1	109.7*	-3.0	-29.9	-4.2
COc1ccccc1-c1cnc2c(c1)C(=O)N([C@@H](C)CO)C[C@H](C)[C@@H](CN(C)C(=O)CC1CC1)O2	-35.7	1.1	14.1	1.6
Cc1ccc(S(=O)(=O)Nc2ccc3c(c2)C(=O)N([C@@H](C)CO)C[C@H](C)[C@@H](CN(C)C(=O)Nc2ccc(F)cc2)O3)cc1	-46.1	5.7	20.5	-6.3
CO[C@H]1CC[C@@H]2CCOc3ccc(C#N)cc3C(=O)N(C)C[C@H](OC)[C@@H](C)C(=O)N(C)C[C@@H]1O2	2.0	0.0	nt	4.4
C[C@@H]1CN([C@@H](C)CO)C(=O)c2cc(NC(=O)Cc3cn(C)c4ccccc34)ccc2O[C@@H]1CN(C)Cc1ccc(C(F)(F)F)cc1	104.2	0.5	0.1	-0.7
CO[C@@H]1CN(C)C(=O)c2cc(NC(C)=O)ccc2OC[C@@H](C)N(S(=O)(=O)c2cn(C)cn2)C[C@@H]1C	-51.4	1.1	11.0	nt
Cc1ccc(-c2ccc3c(c2)O[C@H](CN(C)Cc2ccncc2)[C@H](C)CN([C@@H](C)CO)S3(=O)=O)cc1	118.7*	3.1	-11.6	-8.9
COc1ccc(S(=O)(=O)Nc2ccc3c(c2)C(=O)N([C@H](C)CO)C[C@H](C)[C@@H](CN(C)C(=O)CCCN(C)C)OCCCC[C@@H](C)O3)cc1	-2.4	0.8	14.7	-1.6
CN(C)C(=O)c1ccc(-c2ccc(C3[C@H]4CNC[C@@H]3N4S(=O)(=O)c3ccccc3)cc2)cc1 (stereo partly drawn)	nt	-1.4	26.9	-2.0
COc1ccccc1-c1cn(CC[C@H]2CC[C@H](NC(=O)NC(C)C)[C@H](CO)O2)nn1	24.0	?	-5.4	-0.2
C[C@H](CO)N1C[C@H](C)[C@@H](CN(C)C(=O)Nc2ccc(C(F)(F)F)cc2)Oc2c(NS(=O)(=O)c3ccc(Cl)cc3)cccc2C1=O	-76.7	3.1	-13.9	3.7
O=C(C[C@H]1CC[C@@H](NC(=O)c2ccc(F)cc2)[C@@H](CO)O1)NCCc1ccccc1	-1.0	-0.2	-7.4	nt
COCC#Cc1ccc2c(c1)O[C@H](CN(C)S(=O)(=O)c1ccc(F)cc1)[C@H](C)CN([C@H](C)CO)S2(=O)=O	67.9	2.5	-47.7	-1.6
CO[C@H]1CN(C)C(=O)c2cc(NC(=O)c3cc(C)on3)ccc2OC[C@H](C)N(CC2CC2)C[C@@H]1C	29.9	1.4	-5.9	nt
CS(=O)(=O)N1[C@@H]2Cn3c(ccc(-c4ccc(F)cc4)c3=O)[C@H]1[C@@H](C(=O)NCC1CC1)[C@@H]2CO	-18.6	1.2	-8.2	-1.4
CN1C(=O)c2cc(NC(=O)c3cccc(F)c3)ccc2OC[C@H]2O[C@H](CC(=O)Nc3ccccc3)CC[C@@H]21	32.1	-0.9	-26.0	-3.8
O=C(C[C@H]1C=C[C@H](NS(=O)(=O)c2ccc(F)cc2)[C@@H](CO)O1)NCCc1ccncc1	-1.0	0.6	15.4	-1.5
COc1ccc(C(=O)N2C[C@@H]3[C@H](c4ccccc42)[C@@H](CO)N3Cc2ccccc2Cl)cc1	38.6	2.2	-9.6	5.6
CCCN1[C@@H]2c3ccc(-c4ccc(OC)cc4)c(=O)n3C[C@@H]2[C@@H](CO)[C@@H]1C(=O)NCC	17.8	15.1	4.1	4.0
C[C@H]1CN([C@@H](C)CO)C(=O)c2cc(C#CC3(O)CCCC3)cnc2O[C@H]1CN(C)C(=O)Cc1ccncc1	3.4	-0.1	22.3	-6.9
C[C@H](CO)N1C[C@H](C)[C@@H](CN(C)C)Oc2ccc(NC(=O)Nc3ccccc3)cc2C1=O	30.0	0.7	5.6	2.5
Cc1cccc(S(=O)(=O)N[C@H]2CC[C@@H](CCNC(=O)CCN3CCCCC3)O[C@@H]2CO)c1	18.1	3.8	-1.9	0.0
C[C@H](CO)N1C[C@H](C)[C@@H](CN(C)Cc2cncnc2)Oc2cc(/C=C/c3ccccc3)ccc2S1(=O)=O	121.3*	-4.2	-51.9	-10.8
CN(C)CCCNC(=O)C[C@H]1CC[C@H](NC(=O)Cc2cccnc2)[C@H](CO)O1	6.1	1.8	11.1	nt
CC(=O)N1[C@@H]2c3ccc(-c4ccncc4)c(=O)n3C[C@H]1[C@H](CO)[C@H]2C(=O)NC1Cc2ccccc2C1	20.0	-0.6	10.5	-1.1
CC(=O)N1CCCCN2[C@H](CO)[C@H](c3ccc(-c4cccc(C(=O)N(C)C)c4)cc3)[C@@H]2C1	60.1	0.1	18.6	-3.2
COc1ccc(C#Cc2ccc3c(c2)[C@H]2[C@H](CCN2C(C)=O)[C@H](CO)N3)cc1	54.1	-1.0	-13.4	-13.9
COc1ccc(NC(=O)N(C)C[C@@H]2OCCCC[C@H](C)Oc3ccc(NC(=O)c4ccncc4)cc3C(=O)N([C@@H](C)CO)C[C@@H]2C)cc1	3.8	3.3	-40.9	2.3
CCC(=O)Nc1ccc2c(c1)OC[C@H](C)N(Cc1nccs1)C[C@H](C)[C@@H](OC)CN(C)C2=O	31.4	-0.2	40.0	-0.3
CS(=O)(=O)N1CC2(C1)[C@@H](c1ccccc1)[C@@H](CO)N2Cc1ccccc1	nt	0.1	-57.2	-0.6
C[C@@H]1CCCCO[C@@H](CN(C)C(=O)Nc2ccccc2)[C@@H](C)CN([C@H](C)CO)C(=O)c2cc(NC(=O)c3ccncc3)ccc2O1	7.0	-0.9	2.2	-3.1
Cc1ccc(S(=O)(=O)Nc2ccc3c(c2)C(=O)N([C@H](C)CO)C[C@H](C)[C@@H](CN(C)CC2CC2)O3)cc1	-28.5	0.0	9.4	1.0
C[C@H](CO)N1C[C@H](C)[C@@H](CN(C)Cc2cccc(F)c2)Oc2ncc(-c3cccc(F)c3)cc2C1=O	57.9	1.6	-2.4	-7.0
Cc1noc(C)c1S(=O)(=O)Nc1ccc2c(c1)CC(=O)N([C@@H](C)CO)C[C@@H](C)[C@@H](CN(C)C(=O)NC1CCCCC1)O2	-5.1	-1.8	-12.7	2.5
C[C@H]1CN([C@@H](C)CO)C(=O)c2cc(NC(=O)Cc3ccccc3)ccc2O[C@@H]1CN(C)S(C)(=O)=O	59.1	15.8	8.4	2.3
COc1ccc(-c2ccc3c(c2)[C@@H]2[C@@H](CCN2C(=O)C2CCCCC2)[C@H](CO)N3C)cc1	93.1	-2.4	-22.2	28.8
COCC(=O)N1CCCCN2[C@@H](CO)[C@H](c3ccc(-c4ccc(F)cc4)cc3)[C@@H]2C1	23.1	-0.9	-39.2	-2.1
C[C@H](CO)N1C[C@H](C)[C@@H](CN(C)Cc2ccccc2)Oc2ncc(C#Cc3ccccn3)cc2C1=O	94.7	3.7	-30.3	-3.5
O=C(Nc1ccccc1)N1C[C@@H]2[C@H](c3ccccc31)[C@@H](CO)N2C(=O)c1ccccn1	-14.0	1.4	-19.3	3.0
C[C@H](CO)N1C[C@H](C)[C@H](CN(C)S(=O)(=O)c2ccc(Cl)cc2)Oc2ccc(NS(C)(=O)=O)cc2C1=O	-12.7	-1.4	24.8	-6.2
CC(C)NC(=O)N(C)C[C@H]1Oc2ccc(N(C)C)cc2C(=O)N([C@H](C)CO)C[C@H]1C	5.0	15.4	-2.5	-2.7
C[C@H](CO)N1C[C@H](C)[C@H](CN(C)Cc2ccncc2)Oc2ncc(C#CC3CC3)cc2C1=O	15.8&68.7	1.0	16.3&34.0	1.0&1.7
CCCC(=O)Nc1ccc2c(c1)C(=O)N(C)[C@H]1CC[C@H](CC(=O)N3CCCCC3)O[C@@H]1CO2	16.0	2.9	2.1	2.3
CCCNC(=O)N1[C@H](C#N)[C@H](c2ccccc2-c2ccccc2)[C@@H]1CO	nt	-0.2	-4.8	-9.8

# Later entries:
Structure	Tcruzi prolif	KDM4C inh	Pf Dd2 inh	C diff growth
CCCN1[C@@H]2Cn3c(ccc(C4=CCCCC4)c3=O)[C@H]1[C@@H](C(=O)N1CCOCC1)[C@@H]2CO	7.7	1.5	4.0	-0.1
O=C(NCCc1ccncc1)[C@@H]1[C@@H](CO)[C@@H]2Cn3c(ccc(-c4ccncc4)c3=O)[C@H]1N2	60.6	0.0	-13.5	-4.8
CN1CCN(C(=O)C[C@H]2CC[C@H]3[C@@H](COC[C@@H](O)CN3C(=O)Cc3ccccc3)O2)CC1	-22.5	0.5	9.9	42.8&8.6
CN1C[C@H]2[C@@H](c3ccccc31)[C@@H](CO)N2C(=O)Nc1cccc(F)c1	15.9	-0.2	1.7	4.2
O=C(C[C@@H]1C[C@H]2c3cc(NC(=O)C4CCOCC4)ccc3O[C@H]2[C@@H](CO)O1)NCc1ccccc1F	-43.4	-1.4	5.1	1.2
O=C(NC[C@H]1[C@@H](c2ccccc2)[C@@H](CO)N1C(=O)Cc1cccnc1)C1CC1	63.8	0.4	-6.8	6.3
O=C(NCC[C@@H]1CC[C@@H](NC(=O)C2CCOCC2)[C@@H](CO)O1)c1cc(Cl)cc(Cl)c1	32.1	-1.6	15.7	nt
Cc1ccccc1S(=O)(=O)N1C[C@@H](O)COC[C@@H]2O[C@H](CC(=O)N3CCC(Cc4ccccc4)CC3)CC[C@H]21	50.9	-0.8	-11.2	-2.7

# Whole records from above. Order of screens: Tcruzi prolif | KDM4C inh | Pf Dd2 inh | C diff growth
# CCCN1[C@@H]2Cn3c(ccc(C4=CCCCC4)c3=O)[C@H]1[C@@H](C(=O)N1CCOCC1)[C@@H]2CO is listed as 7.7 | 1.5 | 4.0 | -0.1
# CN1C[C@H]2[C@@H](c3ccccc31)[C@@H](CO)N2C(=O)Nc1cccc(F)c1 is listed as 15.9 | -0.2 | 1.7 | 4.2
